Compound activity from PubChem.
N370S GC: qHTS Assay for Inhibitors and Activators of N370S glucocerebrosidase as a Potential Chaperone Treatment of Gaucher Disease | AID 2101, 2009 | Potency, µM (highest dose often 59.4 µM), for the others: at the highest dose activity change, negative = inhibition, usual class: inhibitors | N370S GC spleen homogenate, 4MU-glucoside fluorescence | 0.092% of 330,000 active | Lysosomal acid glucosylceramidase (Homo sapiens), P04062;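 further: 0% = full enzyme activity and -100% = no enzyme basal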
FEN1 inhibitor: qHTS Assay for the Inhibitors of Human Flap endonuclease 1 (FEN1); Recombinant FEN1 flap cleavage, fluorescence, 15 min; P39748; AID 588795, 2011; Potency, µM (doses to about 114 µM), for inactives: at the top dose activity change, negative = inhibition, actives largely listed as inhibitors; 0.35% of 390,000 active; further: nearly all actives have a fitted effect of over 65% in size
Target sequence (P39748 whole entry, looked up): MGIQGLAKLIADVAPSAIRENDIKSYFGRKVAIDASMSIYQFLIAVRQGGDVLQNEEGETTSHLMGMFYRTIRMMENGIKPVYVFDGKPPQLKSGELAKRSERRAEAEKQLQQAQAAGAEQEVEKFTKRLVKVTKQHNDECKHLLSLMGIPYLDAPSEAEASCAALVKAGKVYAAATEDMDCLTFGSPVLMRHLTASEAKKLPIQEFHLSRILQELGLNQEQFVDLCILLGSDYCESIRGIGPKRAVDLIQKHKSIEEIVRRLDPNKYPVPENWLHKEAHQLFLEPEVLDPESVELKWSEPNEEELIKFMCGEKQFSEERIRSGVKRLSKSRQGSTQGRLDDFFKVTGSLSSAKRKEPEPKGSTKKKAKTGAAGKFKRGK
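Steps: FEN1 (10 nM) dispensed; compound added by pin tool; 15 min at room temperature; substrate added to 50 nM final; reads at 0 min and 15 min; data normalized and fitted (four-parameter Hill).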
TDP1 block: qHTS Assay for Inhibitors of Tyrosyl-DNA Phosphodiesterase (TDP1) | Tyrosyl-DNA phosphodiesterase 1 (Homo sapiens), Q9NUW8 | Potency, µM (top dose mostly 130 µM), inactives show at the top dose activity change, negative = inhibition, hits mostly inhibitors | 0.28% of 350,000 active | recombinant TDP1, AlphaScreen DNA substrate cleavage; further: nearly all actives have a fitted effect of over 40% in size
Target sequence (Q9NUW8 whole entry, looked up): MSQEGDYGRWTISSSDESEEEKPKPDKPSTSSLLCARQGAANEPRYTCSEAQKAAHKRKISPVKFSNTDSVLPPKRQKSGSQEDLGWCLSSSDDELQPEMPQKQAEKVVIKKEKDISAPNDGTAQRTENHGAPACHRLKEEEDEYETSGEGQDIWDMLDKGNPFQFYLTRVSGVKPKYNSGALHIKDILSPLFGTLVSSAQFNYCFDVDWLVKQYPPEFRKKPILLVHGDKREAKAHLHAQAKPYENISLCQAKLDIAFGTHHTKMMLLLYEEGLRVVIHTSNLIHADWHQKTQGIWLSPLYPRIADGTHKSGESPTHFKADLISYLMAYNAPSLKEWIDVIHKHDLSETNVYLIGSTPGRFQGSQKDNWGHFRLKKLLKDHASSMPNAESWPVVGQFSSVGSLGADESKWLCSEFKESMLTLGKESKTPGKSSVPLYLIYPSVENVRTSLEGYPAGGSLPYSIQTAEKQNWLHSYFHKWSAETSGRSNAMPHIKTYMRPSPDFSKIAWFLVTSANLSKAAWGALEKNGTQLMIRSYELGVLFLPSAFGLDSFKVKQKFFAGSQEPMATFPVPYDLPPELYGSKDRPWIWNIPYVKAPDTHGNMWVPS
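Recombinant E. coli-expressed Tdp1 (1 nM) preincubated with compound 15 min at RT, then 5'-biotin/3'-phosphotyrosine-FITC DNA substrate (15 nM) added for 5 min. AlphaScreen beads (10 ug/ml) added, 10 min RT; tyrosine-FITC cleavage read as signal loss.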
Active calls of the source: *; ? = inconclusive; . = not tested or not shown; & = joins results of further samples; [ ] = another dose, or the depositor's remark. The call rests on the fitted dose curve; in most records, active means well fitted curve in the direction sought with a large enough effect; inconclusive means small, poorly fitted or top-dose-only effect, or another doubt; inactive means no such curve, though single readings can be large; an effect the other way counts as inactive or inconclusive. Unless noted, on the % scale 0 is the no-effect control and ±100 the full control effect; potency means the concentration at half of the fitted maximal effect.

structure	N370S GC	FEN1 inhibitor	TDP1 block
Cc1cc(C)n(C2CCCCC2OC(=O)c2ccccc2)n1 (stereo not given)	-6%	7%	3%
O=C(/C=C/c1ccc(Br)cc1)NC(=O)c1ccccc1O	-10%	5%	-1%
COc1cc(NC(=S)NCc2cccnc2)cc(OC)c1OC	22%	-2%	3%
Cc1ccc2oc(C(=O)NCC(c3ccco3)N3CCCC3)c(C)c2c1 (stereo not given)	-8%	7%	5%
O=C(NCCS(=O)(=O)c1ccc(Br)cc1)c1ccc(F)cc1	-4%	-2%	2%
COCCCN1C(=O)C(=O)/C(=C(/O)c2ccc(OCC(C)C)cc2)C1c1cccnc1 (stereo not given)	4%	2%	2%
Cc1ccc(Cn2c(=O)n(Cc3ccccc3Cl)c(=O)c3ccccc32)cc1	.	-17%	6%
Cc1ccc(Br)cc1S(=O)(=O)Nc1cccnc1	-9%	3%	.
CCN(CC(=O)Nc1c(F)cccc1F)C(=O)c1nc2nc(C)cc(C)n2n1	-1%	-3%	6%
O=C(O)c1nccnc1C(=O)Nc1ccccc1N1CCOCC1	-6%	0%	6%
Cc1ccccc1C(=O)NC1CCN(CC(=O)Nc2c(C)cccc2C)CC1	7%	-5%	5%
CC1(C)CC(=O)C(C(=O)c2ccccc2)C(=O)C1Cl (stereo not given)	-1%	-10%	.
COc1ccc(Cl)cc1C(=O)NCC(c1ccco1)N1CCCC1 (stereo not given)	-5%	-9%	3%
O=C(NCc1ccccc1)c1ccc(Cl)cc1[N+](=O)[O-]	-7%	-6%	2%
CCCOc1ccc(C2CC(=O)Nc3c2c(C)nn3-c2nncc(-c3cccc(OC)c3)n2)cc1OC (stereo not given)	.	-5%	9%
O=C(Nc1ccncc1)C1CCN(S(=O)(=O)c2ccccc2)CC1	-5%	0%	.
O=C(CN1CCN(Cc2cccc3ccccc23)CC1)NCCc1ccccc1	-6%	-21%	.
O=S(=O)(NCCSc1ccccn1)c1ccc(Cl)cc1	2%	-2%	3%
COC(=O)CN1C(C)=Nc2ccc(C)cc2C1c1ccccc1 (stereo not given)	-1%	-9%	-1%
N#C/C(=C\c1ccc(N2CCCCC2)o1)C(N)=O	-16%	-7%	-4%
c1cncc(-c2noc(-c3ccc4ccccc4c3)n2)c1	1%	-3%	.
O=C(CN1CCN(S(=O)(=O)c2cc(Cl)ccc2Cl)CC1)Nc1ccc2c(c1)OCCO2	-5%	16%	0%
Cc1ccc(NC(=S)N(CCCN2CCCC2)Cc2cccn2Cc2ccc(Cl)cc2)cc1Cl	-20%	7%	8%
Cc1coc2cc3oc(=O)c(CCC(=O)NCc4ccc(Cl)cc4)c(C)c3cc12	.	1%	5%
COc1cc(OC)cc(-c2c(-c3cccs3)c3cc(-c4ccc5c(c4)OCCO5)ccc3n2C)c1	.	-6%	1%
CNC(=O)C12CC3CC(C1)CC(c1ccc(C)cc1)(C3)C2	-6%	11%	.
O=C(c1ccccc1C(=O)N(c1ccccc1)c1ccccc1)N1CCCCC1	1%	?	3%
COc1ccc(-c2cn3ccc(C)cc3n2)cc1	15%	13%	0%
CCN(CC)CCCNC(=O)c1nn(-c2ccc(OC)cc2OC)c(=O)c2ccccc12	-1%	-3%	2%
OCC1CCCCN1C(=S)NCc1ccco1 (stereo not given)	3%	2%	3%

Reprinted at random: 3 records from the list
structure	N370S GC	FEN1 inhibitor	TDP1 block
OCC1CCCCN1C(=S)NCc1ccco1 (stereo not given)	3%	2%	3%
c1cncc(-c2noc(-c3ccc4ccccc4c3)n2)c1	1%	-3%	.
O=S(=O)(NCCSc1ccccn1)c1ccc(Cl)cc1	2%	-2%	3%

One compound at a time, from the list above. Values in the order: N370S GC	FEN1 inhibitor	TDP1 block
O=C(CN1CCN(Cc2cccc3ccccc23)CC1)NCCc1ccccc1 reads -6%	-21%	.
N#C/C(=C\c1ccc(N2CCCCC2)o1)C(N)=O reads -16%	-7%	-4%
O=C(c1ccccc1C(=O)N(c1ccccc1)c1ccccc1)N1CCCCC1 reads 1%	?	3%
Cc1coc2cc3oc(=O)c(CCC(=O)NCc4ccc(Cl)cc4)c(C)c3cc12 reads .	1%	5%
O=C(Nc1ccncc1)C1CCN(S(=O)(=O)c2ccccc2)CC1 reads -5%	0%	.

(continued)
structure	N370S GC	FEN1 inhibitor	TDP1 block
CC(C)OC(=O)CSc1nnc(-c2cccnc2)n1Cc1ccccc1	5%	4%	6%
COc1cc(C2C(C#N)=C(N)N(N(C)C)C3=C2C(=O)CC(C)(C)C3)ccc1O (stereo not given)	-11%	-1%	.
CCCc1c(C(=O)Nc2cc(C)on2)cnn1-c1ccccc1	3%	3%	1%
O=C(NCc1cccc(Cl)c1)C1CCCO1 (stereo not given)	3%	-2%	11%
COC(=O)c1ccccc1NC(=O)C1=C(C)C(=O)OC12CCCCCC2	.	-2%	2%
O=C(NC(=S)Nc1ccc(Cl)cn1)C(c1ccccc1)c1ccccc1	18%	-1%	3%
COc1cc(C2N(c3cc(C)on3)C(=O)C3CCCN32)cc(OC)c1OC (stereo not given)	4%	-11%	3%
COc1ccc(-c2cn3c(n2)sc2cc(C(=O)NCCCc4ccccc4)ccc23)cc1	.	14%	0%
COc1cccc(/C=C/C(=O)OCC(=O)Nc2nnc(-c3ccccc3)o2)c1	-26%	-3%	-5%
CCN1C(=O)C(CC(=O)Nc2ccc(OC)cc2)N(CCc2ccc(OC)cc2)C1=S (stereo not given)	0%	-19%	5%
CCOc1ccccc1CNC(=O)C1CCN(S(=O)(=O)c2ccc3c(ccn3C)c2)CC1	.	-1%	5%
C[C@H]1CCC(=O)N(CCSc2ccc(Br)cc2)CC1	.	0%&0%	-5%
O=C(C1=C(O)C(=O)N(CCCN2CCOCC2)C1c1ccncc1)c1cc2ccccc2o1 (stereo not given)	-6%	.	2%
Cc1ccc(C2(C)NC(=O)N(CC(=O)NC(C)c3ccccc3)C2=O)cc1 (stereo not given)	-2%	2%	9%
Cc1ccc(Nc2nnns2)cc1C	-1%	-2%	5%
Cn1c(C(=O)c2ccncc2)cc2ccccc21	3%	12%	-4%
COc1ccccc1-n1c(N)c(C(N)=O)sc1=S	-5%	-1%	8%
Cc1ccc(N2C(=O)c3ccccc3C2(O)c2ncc[nH]2)cc1 (stereo not given)	6%	-15%	4%
Cc1cc(Nc2ccccc2)nc(N)n1	1%	-9%	-1%
CC1CCCC(C)N1CC(O)COc1ccc(Cl)cc1 (stereo not given)	12%	-2%	4%
Cc1nc(Cc2nnc(SCC(=O)N3CCN(c4ccccc4)CC3)o2)cs1	6%	-11%	-10%
CCNC(=S)NNC(=O)c1cccn(Cc2ccc(Cl)cc2)c1=O	2%	2%	0%
NC(=O)C1CC(=O)N(c2ccc(OCC(=O)Nc3ccc(F)cc3)cc2)C1 (stereo not given)	.	-12%	-1%
COC(=O)c1c(NC(=O)CSc2nc3nc(C)cc(C)n3n2)sc(C)c1C	27%	13%	0%
COc1cc(OC)c(NC(=O)/C=C/C(=O)O)cc1Cl	12%	-2%	6%
O=C(Nc1nc(-c2ccco2)c(-c2ccco2)s1)c1ccco1	-5%	?	.
Cc1nc(Cl)cc(CS(=O)(=O)c2ccc(Cl)cc2)n1	-2%	9%	5%
Cc1cccc(C)c1Nc1c(-c2ccc(Cl)s2)nc2ncccn12	.	-17%	0%
COCc1cc(C)nc2c1C(=O)NC(c1ccc(C)cc1)N2Cc1ccccc1 (stereo not given)	.	-13%	2%
Cc1cccc(OCC(=O)Nc2nc3ccc([N+](=O)[O-])cc3s2)c1C	-6%	37%	2%
O=C1CN(C(=O)c2ccc(S(=O)(=O)N3CCCC3)cc2)C(c2ccccc2)c2cc(Br)ccc2N1 (stereo not given)	.	?	3%
Cc1noc(C)c1C(=O)OCC(=O)Nc1ccc(C(N)=O)cc1	2%	3%	-3%
CCOC(=O)c1c(C)[nH]c(C(=O)OCC(=O)NC(C)(C)C)c1C	11%	3%	5%
Cc1cnc(C(=O)OCC(=O)N2CCN(S(=O)(=O)c3ccc(Cl)cc3)CC2)cn1	-1%	20%	-15%
O=S(=O)(c1ccccc1)c1nnn2c1nc(NC1CCCCCC1)c1sccc12	.	-2%	-3%
COc1ccccc1NC(C#N)c1ccccc1OCc1ccccc1 (stereo not given)	-11%	-1%	-3%
Cc1nc(NC2=NCN(Cc3ccco3)CN2)nc2ccccc12	-2%	.	6%
CCCC(=O)Nc1c2c(nn1-c1ccc(C)cc1C)CSC2	1%	6%	2%
COc1ccc(CC(=O)NCC2CCCN(Cc3ccc(F)c(OC)c3)C2)cc1 (stereo not given)	-3%	14%	.
O=S(=O)(Nc1ccccc1N1CCOCC1)c1ccc(Cl)s1	-20%	-8%	1%
Cc1cccc(NC(=O)c2ccc(NC(=O)CC3SC(N4CCCC4)=NC3=O)cc2)n1 (stereo not given)	-11%	25%	5%
O=S(=O)(c1ccc(Cl)cc1)N1CCN(c2nc(-c3ccc(F)cc3)nc3cc(Cl)ccc23)CC1	.	10%	0%
CN(CCc1ccccc1)C(=O)c1cc(COc2ccc(F)cc2Cl)on1	1%	-4%	-15%
Cn1nnc2cc(NC(=O)N3CC4(C)CC3CC(C)(C)C4)ccc21 (stereo not given)	13%	4%	3%
COC(=O)CSc1nc2ccc(NC(=O)CSc3nnnn3Cc3ccccc3)cc2s1	2%	-2%	6%
CCOC(=O)[C@H]1[C@H]2COc3ccc(Cl)cc3[C@@H]2N2C(=O)CNC(=O)[C@@]12C	.	-6%	0%
CCCCN(C)C(=O)Cn1ncc2c3ccccc3n(CCC)c2c1=O	3%	3%	.
CC(=O)Nc1cccc(NC(=O)CSc2nccn2Cc2ccc(F)cc2)c1	-3%	-10%	3%
c1ccc(CN2CCN(c3nc(-c4ccccn4)nc4ccccc34)CC2)cc1	-1%	-11%	13%
Cc1ccccc1CCNC(=O)c1ccc(Cn2c(=O)c3cccn3c3cccnc32)cc1	.	1%	0%
Cc1ccc(S(=O)(=O)Nc2cccc(-c3cn4ccsc4n3)c2)cc1	10%	5%	7%
COC(=O)c1cc(NC(=O)c2nccnc2C(=O)O)cc(C(=O)OC)c1	4%	11%	-4%
COCCCNC(=O)c1cc(-c2cccnc2)nc2ccc(S(=O)(=O)N3CCC(C)CC3)cc12	.	14%	-5%
Cc1cccc(N(CC(=O)NC2CCCC2)C(=O)CNC(=O)c2ccco2)c1C	-2%	2%	2%[0.0935 µM]
COc1ccc(/C=c2/sc3n(c2=O)NC2(c4ccccc4)N(C)C(=O)N(C)C2(c2ccccc2)N=3)cc1 (stereo not given)	8%	-1%	-2%
CC(=O)c1cc(F)ccc1OCC(=O)N1CCN(c2ccc(F)cc2)CC1	4%	-8%	-2%
Cc1ccc(NC(=O)CSc2nnc(C3CCCCC3)n2N)cc1F	-1%	-7%	2%
COc1ccc(N(Cc2cc3cc(OC)ccc3[nH]c2=O)C(=O)c2cccc(Cl)c2)cc1	.	-2%	0%
Cc1ccc2nc(-c3ccc(C)o3)c(Nc3ccccc3)n2c1	.	14%	4%
COC(=O)c1cc(N=Nc2c(C)[nH]c3ccccc23)cc(C(=O)OC)c1	14%	-10%	.

(cont.)
structure	N370S GC	FEN1 inhibitor	TDP1 block
Cc1ccc(S(=O)(=O)Nc2ccccc2C(=O)N2CCOCC2)cc1	-12%	-3%	0%
O=C(CSCc1ccccc1Cl)Nc1ccc(C(=O)O)cc1	-4%	0%	.
O=C1NC(=S)S/C1=C/c1ccc(Oc2cnccn2)cc1	-2%	2%	6%
Cc1cccc2cc(COC(=O)c3cccc([N+](=O)[O-])c3)c(=O)[nH]c12	5%	-2%	.
COc1cccc(NC(=O)C(OC(=O)c2ccc([N+](=O)[O-])o2)c2ccccc2)c1 (stereo not given)	5%	?	7%
O=C(COC(=O)c1ccc([N+](=O)[O-])s1)NC(c1ccccc1)c1ccccc1	-7%	-8%	1%
Cc1ccc(S(=O)(=O)N2CCN(C(=O)C3CCCO3)CC2)cc1 (stereo not given)	1%	-6%	0%
CCN1CCN(Cc2c(O)ccc3oc(C)c(C(=O)Nc4cccc(C(F)(F)F)c4)c23)CC1	.	6%	1%
